Source: PubChem BioAssay
Menin-MLL TR inh: qHTS Assay for Inhibitors Targeting the Menin-MLL Interaction in MLL Related Leukemias: Competition With Texas Red Labeled MLL-derived Mutant Peptide. O00255. Menin + Texas Red MLL mutant peptide, fluorescence polarization. Potency, µM (top dose mostly 61.6 µM), without a hit: at the highest dose FP activity change, negative = inhibition, hits mostly inhibitors. 0.23% of 270,000 active; active = well fitted inhibition curve with a large enough effect in the polarisation, with a control signal flat, not every such curve was filed as active; inconclusive = small, poorly fitted or top-dose-only effect, or effect the other way, or a change in a side signal; inactive = no such curve, though single readings can be large or run the other way; the % refers to the polarisation; also: potency is read from the fitted curve at half-maximal effect; % of control where 0% means no effect; many of its hits are not listed in these tables
Target sequence (O00255 whole entry, looked up): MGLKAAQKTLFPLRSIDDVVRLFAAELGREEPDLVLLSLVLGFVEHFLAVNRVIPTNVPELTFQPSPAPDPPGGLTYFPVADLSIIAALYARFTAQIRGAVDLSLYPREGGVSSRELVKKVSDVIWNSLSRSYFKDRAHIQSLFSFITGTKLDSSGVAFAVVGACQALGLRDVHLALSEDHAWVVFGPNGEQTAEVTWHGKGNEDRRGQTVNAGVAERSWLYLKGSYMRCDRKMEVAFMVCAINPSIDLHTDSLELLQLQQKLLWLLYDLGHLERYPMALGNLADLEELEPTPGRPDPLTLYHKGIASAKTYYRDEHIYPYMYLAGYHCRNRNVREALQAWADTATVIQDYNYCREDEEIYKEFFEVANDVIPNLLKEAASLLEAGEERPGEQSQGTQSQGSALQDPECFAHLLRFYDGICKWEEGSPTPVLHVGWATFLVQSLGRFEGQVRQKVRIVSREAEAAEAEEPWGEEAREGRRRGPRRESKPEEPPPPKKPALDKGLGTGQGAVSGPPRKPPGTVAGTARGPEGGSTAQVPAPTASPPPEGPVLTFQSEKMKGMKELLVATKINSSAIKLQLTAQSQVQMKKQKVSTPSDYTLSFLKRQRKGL
GALK inh: qHTS Assay for Inhibitors of Human Galactokinase (GALK); Purified GALK, Kinase-Glo residual ATP luminescence; Potency, µM (doses to about 57.5 µM), for the others: at the highest dose activity change, negative = inhibition, hits mostly inhibitors; 0.007% of 270,000 active; also: potency is read from the fitted curve at half-maximal effect; % is scaled to controls: 0 for no effect and ±100 for the full control effect
Target sequence (P51570 whole entry, looked up): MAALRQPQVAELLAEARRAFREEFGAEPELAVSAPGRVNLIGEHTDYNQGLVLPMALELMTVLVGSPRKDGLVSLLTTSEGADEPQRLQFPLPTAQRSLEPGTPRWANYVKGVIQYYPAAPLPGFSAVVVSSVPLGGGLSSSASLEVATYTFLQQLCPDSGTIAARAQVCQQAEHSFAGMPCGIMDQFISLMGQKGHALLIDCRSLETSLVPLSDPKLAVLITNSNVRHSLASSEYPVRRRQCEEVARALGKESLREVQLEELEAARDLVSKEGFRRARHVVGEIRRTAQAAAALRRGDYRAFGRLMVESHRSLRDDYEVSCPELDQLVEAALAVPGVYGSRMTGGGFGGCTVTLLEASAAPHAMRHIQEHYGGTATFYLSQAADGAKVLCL
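Quantitative HTS: GALK 5 nM, ATP 35 uM, galactose 100 uM, 1 h room temperature, then luciferase-based ATP detection.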
USP2a block: qHTS Assay for Inhibitors of Ubiquitin-specific Protease USP2a Using CHOP2 as the Reporter; Potency, µM (top dose mostly 38.3 µM), for inactives: top-dose activity change, negative = inhibition, most hits filed as inhibitors; AID 463254, 2010; USP2 core, Ub-CHOP2 coupled fluorogenic reporter, 485/531; Ubiquitin carboxyl-terminal hydrolase 2 (Homo sapiens), O75604; 0.01% of 330,000 active;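 also: potency is read from the fitted curve at half-maximal effect; plate controls were DMSO wells for no effect and full inhibition by NEM control for full effect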
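USP2 core (10nM final) preincubated 30min RT with compound in 20mM Tris-HCl pH 8.0, 2mM CaCl2, 2mM beta-mercaptoethanol, 0.05% CHAPS; 25nM Ub-CHOP2 plus 25nM reporter substrate added, fluorescence (Ex485/Em531) read after 60min.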
ASM inhibitor: Inhibitors of Secretory Acid Sphingomyelinase (S-ASM): qHTS. Potency, µM (top dose mostly 57.5 µM), without a hit: at the top dose activity change, negative = inhibition, most hits filed as inhibitors. placental ASM, HMU-PC fluorogenic substrate, 60 min. Sphingomyelin phosphodiesterase (Homo sapiens), P17405. AID 504937, 2011. 0.006% of 340,000 active; also: potency is read from the fitted curve at half-maximal effect
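Fluorogenic HMU-PC substrate (9 uM final) is turned over by placental ASM in 60 min at 37 C after a 10 min compound preincubation. Reaction ended by alkaline stop (pH 10), with fluorescence read at 386/447 nm.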
Mito fusion act: qHTS Assay for Small Molecule Inhibitors of Mitochondrial Division or Activators of Mitochondrial Fusion; S. cerevisiae fusion-defective mutant growth rescue, CellTiterGlo 48 h; AID 485298, 2010; Potency, µM (highest dose often 46.1 µM), for the others: at the highest dose growth rescue (activation), hits mostly activators; 0.23% of 320,000 active;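 also: potency is read from the fitted curve at half-maximal effect; % of control where 0% means no effect; nearly all actives have a fitted effect of over 45% in size; temperature-sensitive fusion mutants such as fzo1-1 at 37 °C on non-fermentable ethanol glycerol medium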
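Yeast fusion mutant, YPEG (non-fermentable carbon), compound, 48 h at 37C non-permissive; CellTiterGlo added, 10 min RT, luminescence read. Rescued growth = division inhibition.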
Eya2 phos inh: qHTS Assay for Inhibitors of the Phosphatase Activity of Eya2. Protein phosphatase EYA2 (Homo sapiens), O00167. recombinant Eya2, OMFP fluorescence dephosphorylation (OMFP is methylfluorescein phosphate). Potency, µM (top dose mostly 76.9 µM), without a hit: at the top dose activity, negative = inhibition, usual class: inhibitors. 0.006% of 330,000 active. AID 488837, 2010; also: potency is read from the fitted curve at half-maximal effect; % is scaled to controls: 0 for no effect and ±100 for the full control effect
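Eya2 (0.2 uM) preincubated 10 min at ambient with compound, then OMFP substrate added at 50 uM; 10 min reaction in 50 mM HEPES pH 7.5, 50 mM NaCl, 5 uM MgCl2, 0.05% BSA, 1 mM DTT. Fluorescence read at Ex 485/Em 525 nm.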
PKM2 act: qHTS Assay for Activators of Human Muscle isoform 2 Pyruvate Kinase. Pyruvate kinase PKM (Homo sapiens), P14618. purified PKM2, Kinase-Glo ATP luminescence, activation; response scale: 0% is enzyme alone, no compound. Potency, µM (series often up to 57.5 µM), without a hit: at the top dose activation, hits mostly activators. 0.34% of 260,000 active; also: potency is read from the fitted curve at half-maximal effect; % is scaled to controls: 0 for no effect and ±100 for the full control effect; nearly all actives have a fitted effect of over 55% in size
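Purified hPK-M2 (>95% pure) converted ADP (0.1 mM final) to ATP with 0.5 mM PEP in 50 mM imidazole pH7.2, KCl, MgCl2, Tween 20, BSA; 1 h at room temperature. ATP detected by Kinase-Glo luminescence.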
MBNL1-CUG inh: qHTS Assay for Inhibitors of MBNL1-poly(CUG) RNA binding; TR-FRET MBNL1-His/biotin-(CUG)12 binding, 665/545 ratio; Potency, µM (titrated, usually from 57.5 µM), without a hit: top-dose activity change, negative = inhibition, usual class: inhibitors; 0.036% of 280,000 active; active = well fitted inhibition curve with a large enough effect in the signal ratio, with a control signal flat, not every such curve was filed as active; inconclusive = small, poorly fitted or top-dose-only effect, or effect the other way, or a change in a side signal; inactive = no such curve, though single readings can be large or run the other way; the % refers to the signal ratio; also: potency is read from the fitted curve at half-maximal effect; % is scaled to controls: 0 for no effect and ±100 for the full control effect
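Compounds (final 92 nM to 58 uM) are added to His-tagged MBNL1 and biotin-(CUG)12, then terbium anti-His antibody and streptavidin-XL665 (5 nM final). After 60 min at room temperature, the 665/545 nm ratio is read.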
TSHR antag: Antagonists of the Thyroid Stimulating Hormone Receptor: HTS campaign. Thyrotropin receptor (Homo sapiens), P16473. 0.2% of 330,000 active. TSHR-expressing cells, TSH-stimulated cAMP HTRF, 2 h; stronger effect = lower value. activity change, negative = inhibition, % at 11.5 µM;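 active = activity change below a set negative limit, meaning inhibition stronger than a set level, cut at about -70% in these data; inconclusive = activity change between two set negative limits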; also: % is scaled to controls: 0 for no effect and ±100 for the full control effect
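Inhibition of cAMP made by TSHR-expressing cells under TSH stimulation (4nM final, EC80; 2 h, 37 deg C) is quantified with a one-step lysis HTRF kit, anti-cAMP cryptate versus cAMP-d2.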
BCR signal inh: qHTS Assay to Find Inhibitors of Chronic Active B-Cell Receptor Signaling | ABC-DLBCL IkBa-CBG/CBR reporter, luminescence ratio, 4 h | Potency, µM (highest dose often 46.1 µM), without a hit: top-dose ratio change, negative = lower green/red ratio, usual class: inhibitors | 0.05% of 340,000 active; active = well fitted inhibition curve with a large enough effect in the signal ratio, with a control signal flat, not every such curve was filed as active; inconclusive = small, poorly fitted or top-dose-only effect, or effect the other way, or a change in a side signal; the % refers to the signal ratio;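 also: potency is read from the fitted curve at half-maximal effect; plate controls were basal doxycycline-induced cells for no effect and cells given 10 µM MG132 for full effect; MG132 reads +100%, hits lower the ratio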
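Cell line TMD8 (human ABC DLBCL), stably expressing tet-inducible CBG68-IkBa fusion and CBR; IMDM/0.5% FBS; cpd up to 46 uM; dox induction, 4 h, 37C/5% CO2; dual luminescence; green/red ratio; MG132 control.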
KCNH2 WT inh: qHTS for Inhibitors of KCHN2 3.1: Wildtype qHTS; activity change, % at 1.84 µM; 0.37% of 340,000 active; U2OS, BacMam KCNH2, thallium flux FluxOr; stronger effect = lower value; AID 720551, 2013;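 active = maximum activity change below -70%; inconclusive = maximum activity change between -70% and -50%; inactive = maximum activity change above -50%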; also: % is scaled to controls: 0 for no effect and ±100 for the full control effect
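U2OS cells were transduced with wild-type KCNH2 virus (2.03 x 10^8 / mL) for 4 h at room temperature, then cultured overnight at 37 C. Thallium flux was read with FluxOr dye. Rate constants were normalized to DMSO controls.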
Starred values were filed as active, the others as inactive; ? = inconclusive; · = no result given; [ ] = remark or other dose. Unless noted, calls follow the shape of the dose curve; as a rule, active = well fitted curve in the direction sought with a large enough effect; inconclusive = small, poorly fitted or top-dose-only effect, or another doubt; inactive = no such curve, though single readings can be large; an effect the other way counts as inactive or inconclusive. An excerpt. The share of hits here may be higher or lower than overall.

SMILES | Menin-MLL TR inh | GALK inh | USP2a block | ASM inhibitor | Mito fusion act | Eya2 phos inh | PKM2 act | MBNL1-CUG inh | TSHR antag | BCR signal inh | KCNH2 WT inh
COc1cc(SC)ccc1C(=O)Nc1ccon1 | 14% | 0% | -2% | 0% | 1% | 3% | 7% | -3% | -9 | 4% | -6
COc1ccc(S(=O)(=O)N2CCCCCC2)cc1NC(=O)CN(C)Cc1ccc2c(c1)OCO2 | · | · | 1% | 1% | 28% | 3% | · | · | -1 | 6% | -9
COc1ccccc1C(=O)Nc1ncc2c(n1)CC(c1ccco1)CC2=O (configuration not stated) | ? | 0% | 2% | -1% | 5% | 8% | ? | 14% | -9 | -16% | 7
COCCN(C/C=C/c1ccccc1)C/C=C/c1ccccc1 | ? | 0% | 3% | -4% | -3% | 1% | 1% | -8% | 11 | 3% | 29
O=C(CSc1nnc(CCc2nc3ccccc3[nH]2)n1-c1ccccc1)NCc1ccccc1 | 2% | 0% | 3% | 1% | -6% | -4% | 2% | -8% | -21 | 6% | -9
CCNC(=O)c1ccccc1NC(=O)c1cccc(S(=O)(=O)N2CCC(C)CC2)c1 | ? | -3% | -1% | -1% | 22% | -23% | 3% | -4% | -12 | ? | 53
COc1ccc(Br)cc1C(=O)O | 3% | 11% | 2% | 0% | -1% | 12% | -1% | -4% | 7 | 1% | 14
Cc1cc(-n2c(SCC(=O)NCc3cccs3)nc3n[nH]c(C)c3c2=N)ccc1Cl | 2% | · | 2% | -6% | 1% | -3% | -1% | 43%[activator] | -11 | 1% | 2
O=C(NCCOc1ccccc1)c1ccc2n[nH]nc2c1 | · | · | 2% | -1% | -2% | 9% | · | · | 7 | 11% | -13
COc1ccc(CNc2nc3ccccc3n2CCN2CCOCC2)cc1 | 0% | -2% | 5% | 3% | -7% | 4% | -1% | -2% | -8 | 0% | 32
Cc1cccc(N2CCN(c3ccc(N4C(=O)CCCC4=O)cc3[N+](=O)[O-])CC2C)c1 (configuration not stated) | ? | 1% | 1% | -6% | 9% | 4% | 5% | 8% | 16 | 3% | -2
Clc1ccc(SCCCCN2CCNCC2)cc1 | -19% | 0% | -3% | 1% | 1% | 2% | -1% | -13% | 32 | ? | 4
CC(=O)Nc1nc(C)c(-c2csc(Nc3cccc(C(C)=O)c3)n2)s1 | ? | -1% | -1% | -7% | -8% | -14% | · | ? | 0 | ? | -21
CCN(CC)CCCNC(=O)Cn1cc2c(n1)CCC(C)C2 (configuration not stated) | -3% | 0% | 0% | 2% | -11% | -1% | 3% | -4% | -8 | 0% | -1
O=C(Nc1ccc(-c2nc3ccccc3[nH]2)cc1)c1ccc(N2C(=O)CCC2=O)cc1 | -10% | 2% | 2% | 13% | -3% | -2% | -5% | · | -1 | 6% | 2
CC1(C)C(=O)Nc2ccccc2N1C(=O)CN1C(=O)c2ccccc2C1=O | 6% | 0% | 0% | -3% | 2% | -6%[15.4 µM] | 1% | ? | -5 | 3% | 4
Cc1ccc(C(=O)CNc2cc(C)ccc2C)cc1 | -3% | 3% | 2% | -1% | 3% | 6% | 3% | -11% | -4 | ? | -14
Cc1ccc(S(=O)(=O)NCC(=O)N(CCc2ccccc2)CC(=O)NCc2ccco2)cc1 | -7% | 2% | -1% | -3% | 0% | 15% | 15% | 2% | -6 | 4% | -75*
O=C(Nc1cccc(CCc2ccccn2)c1)c1cc(F)c(F)cc1Cl | -2% | 0% | 0% | 8% | 27% | 0% | -2% | · | -8 | -1% | -3
O=S(=O)(c1ccc(OC(F)(F)F)cc1)N1CCC(O)(c2cccc(C(F)(F)F)c2)CC1 | 40%[activator] | 1% | 2% | -4% | -2% | -16% | · | 8% | -23 | ? | 1
NC(=O)C1CCN(C(=O)CCC(=O)c2ccc(F)cc2)CC1 | 22% | 10% | 0% | 4% | 8% | -7% | · | -5% | -6 | 2% | 3
CN(Cc1ccccc1)C(=O)CCSc1nc(-c2ccc3c(c2)OCO3)cc(C(F)(F)F)n1 | 0% | -5% | -1% | 164%[activator] | 1% | -17% | -2% | 1% | -36 | -6% | -2
COCCN(C(=O)COC(=O)c1cccc2ccccc12)c1c(N)n(Cc2ccccc2)c(=O)[nH]c1=O | -1% | 4% | 2% | 1% | 0% | 4% | 2% | ? | 9 | 5% | -6
COc1cccc(OC)c1C(=O)Nc1ccc(S(=O)(=O)Nc2cc(C)nc(C)n2)cc1 | -5% | 0% | -2% | -3% | -6% | 1% | -1% | -7% | 17 | -28% | -5
Cc1cc(N2CCOCC2)nc2ccc(NC(=S)NCCC(C)C)cc12 | -13% | -1% | -8% | 146%[activator] | 0% | ? | · | ? | 19 | -5% | 9
CN1C(=O)C(C)(C)c2cc(S(=O)(=O)N3CCC(C(=O)Nc4ccc(Cl)cc4)CC3)ccc21 | 13% | · | 2% | -3% | -1% | 6% | 0% | 4% | 31 | 1% | 10
CC(=O)NC1=NN(C(C)=O)C(C)(c2ccc(Br)cc2)S1 (configuration not stated) | 0% | 7% | 5% | 1% | 3% | -7% | -3% | · | 9 | -2% | -4
CC(C)(C)N(Cc1ccccc1)C(=O)COC(=O)c1ccccc1SCC(=O)N1CCCC1 | · | · | 0% | 2% | 5% | -10% | · | · | -11 | 17% | -5
O=C(CCC1CCCN(C(=O)CC2=CCCCC2)C1)N1CCN(c2ccccn2)CC1 (configuration not stated) | -6% | 0% | 10% | -1% | 6% | -3% | -8% | -7% | 9 | ? | 16
Cc1cccc(NC(=O)CCC(=O)N2CCOCC2)n1 | · | · | 3% | 2% | -2% | -4% | · | · | 24 | ? | -1
Cc1ccc(NNC(=O)CCc2ccccc2)c(C)c1 | · | 0% | 1% | 0% | -6% | -5% | -1% | · | 5 | ? | 7
COc1ccc(CCNC(=O)COC(=O)c2ccc(C)s2)cc1 | · | · | 1% | 0% | 3% | -6% | · | · | -10 | ? | 2
CCc1ccc(NC(=O)Nc2cccs2)cc1 | ? | -1% | 0% | -1% | 2% | -2% | 4% | 3% | -10 | 1% | -14
Cc1cccc(N2CCCn3c2nc2c3c(=O)n(CC(=O)OCc3ccccc3)c(=O)n2C)c1 | -23% | 5% | 1% | · | 3% | -13% | -6% | -4% | -8 | 2% | ·
Cc1c(C(=O)N/N=C/c2ccc(N3CCOCC3)cc2)nc2ccccn12 | -11% | 0% | 3% | 53%[activator] | 5% | 6% | 0% | ? | -6 | -14% | 3
O=C(CN(Cc1ccccc1Cl)C(=O)c1csnn1)NCc1ccc2c(c1)OCO2 | 10% | 0% | 0% | -4% | 4% | -4% | 3% | -4% | -8 | 17% | -1
Cc1ccc(-c2nnc(N(C)C(=O)C3CCCO3)s2)cn1 (configuration not stated) | -11% | 1% | -1% | 12% | 0% | 14% | -1% | 8% | -1 | -2% | 3
CCn1c(C)cc(=O)cc1-c1ccc(Cl)cc1 | 0% | 2% | 6% | 0% | -6% | 9% | · | -1% | 12 | -1% | 10
CC(=O)c1ccc(NC(=O)CSc2nnc(-c3ccncc3)o2)cc1 | · | · | 0% | -3% | -15% | -9% | · | · | · | 7% | -19
CCOC(=O)N1CCN(C(=O)c2nc3ccccc3s2)CC1 | 2% | 1% | 1% | -7% | -6% | 12% | -2% | -1% | 6 | ? | 13
CC(C)(C)OC(=O)N1CCC(CNC(=O)c2cccs2)CC1 | · | · | -2% | 5% | -2% | 5% | 1% | 0% | -6 | -10% | 1
O=C(Cn1ccccc1=O)NCc1ccc(F)cc1 | 5% | 9% | 0% | 6% | 3% | -9% | 3% | 1% | 2 | 0% | -7
